# Kir21 block = blocks the mouse Kir2.1 inward-rectifier potassium channel; P35561; HEK293-Kir2.1, FluxOR thallium flux fluorescence; hits give low values; B-score at 10 µM; hit rate 0.85% among 310,000;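 active = fluorescence ratio B-score at or below minus 3 SD of library scores, with starting-brightness B-score within 2 SD, cut at about -4.2 in these data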;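 note: channel flux triggered by added potassium and thallium sulfate stimulus; B-score of peak minus minimum fluorescence over baseline after thallium stimulus; more negative B-score means stronger Kir2.1 block with less thallium influx; some compounds called inactive have numbers as strong as hits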
# KCNQ2 block = KCNQ2 potassium channel inhibitors, primary screen, cell-based, CHO-K1, FluxOR thallium flux, B-score (AID 2156). O88943. 20 min; hits give low values. B-score at 10 µM. hit rate 1.1% among 310,000;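 active = fluorescence ratio B-score at most minus 3 library SDs, with starting brightness B-score within 2 library SDs, cut at about -5.5 in these data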
# Target sequence (O88943 whole entry, looked up): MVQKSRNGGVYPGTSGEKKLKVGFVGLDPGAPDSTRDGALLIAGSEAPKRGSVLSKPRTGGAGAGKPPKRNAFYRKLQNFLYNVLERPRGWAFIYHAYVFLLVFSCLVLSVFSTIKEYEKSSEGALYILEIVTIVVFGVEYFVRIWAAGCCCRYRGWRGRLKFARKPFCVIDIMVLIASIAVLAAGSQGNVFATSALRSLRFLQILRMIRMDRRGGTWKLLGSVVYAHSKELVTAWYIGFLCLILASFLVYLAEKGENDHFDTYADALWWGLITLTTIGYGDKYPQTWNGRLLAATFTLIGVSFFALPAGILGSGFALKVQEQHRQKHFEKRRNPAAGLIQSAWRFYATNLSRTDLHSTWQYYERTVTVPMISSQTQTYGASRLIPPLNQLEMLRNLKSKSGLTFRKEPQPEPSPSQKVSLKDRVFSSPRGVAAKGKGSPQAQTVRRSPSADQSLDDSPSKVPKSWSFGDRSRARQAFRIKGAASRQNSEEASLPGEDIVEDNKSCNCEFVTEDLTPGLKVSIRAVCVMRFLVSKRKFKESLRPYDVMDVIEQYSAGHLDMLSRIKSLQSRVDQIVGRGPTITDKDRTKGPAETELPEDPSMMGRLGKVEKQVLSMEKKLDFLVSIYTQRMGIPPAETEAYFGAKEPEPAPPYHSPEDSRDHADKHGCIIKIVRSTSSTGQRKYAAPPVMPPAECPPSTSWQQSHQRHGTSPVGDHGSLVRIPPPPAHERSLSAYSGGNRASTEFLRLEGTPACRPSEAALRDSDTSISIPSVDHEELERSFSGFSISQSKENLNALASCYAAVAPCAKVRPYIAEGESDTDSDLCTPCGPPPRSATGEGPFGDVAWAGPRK
# * hit, by the source's call; i = inactive.
Kir21 block | KCNQ2 block | mol
3 | i | FC(F)(F)c1cccc(NC(=S)NCc2ccc(Cl)cc2)c1
2 | i | CN(C)c1nc(N(C)C)nc(N(C#N)CN2C(=O)c3ccccc3S2(=O)=O)n1
1.6 | i | COc1cccc(N2CCN(C(=O)Nc3ccccc3Cl)CC2)c1
-0.14 | i | Cc1[nH]c(C)c(S(=O)(=O)N2c3ccccc3CC2C)c1C(=O)N1CCCCC1 (stereo not given)
0.85 | i | CCOc1ccc(N(CC(=O)Nc2cccc(F)c2)S(=O)(=O)c2c(C)noc2C)cc1
-3.5 | i | O=S(=O)(c1ccccc1)N1CCN(C(=S)NCCc2ccccc2)CC1
0.66 | i | COc1ccc(NC(=O)CN(C)C(=O)Cc2coc3cc(C)c(C)cc23)cc1
-1.3 | i | NC(=O)CSc1ncc(-c2ccc([N+](=O)[O-])cc2)[nH]1
0.3 | i | Cc1ccc(C)n1Cc1ccccc1Cl
0.61 | i | CC(C)NCCOCCSc1ccc(Cl)cc1
-0.6 | i | COc1cccc(C2CCCN2Cc2nc(-c3cnccn3)no2)c1 (stereo not given)
0.48 | i | CN(CC(=O)O/N=C(\N)c1ccccn1)S(=O)(=O)c1ccccc1
-1.9 | i | C=CCn1c(COc2ccccc2OC)nc2ccccc21
0.14 | i | O=C(O)CCCC(=O)Nc1cccc(C(F)(F)F)c1
0.74 | i | O=C(NC(Cc1ccccc1)C(=O)N1CCN(S(=O)(=O)c2ccccc2)CC1)c1ccccc1 (stereo not given)
4.1 | i | O=C(c1cc(COc2ccc3c(c2)CCCC3)on1)N1CCCC1
0.5 | i | CCOC(=O)c1c(NC(=O)Cn2c(C)nc3ccccc32)sc2c1CCC2
-1.7 | i | CC(O)CN(C)CC/C=C1/c2ccccc2CSc2ccccc21 (stereo not given)
0.4 | i | CC1(c2ccc3ccccc3c2)NC(=O)N(CC(=O)NCC(C)(C)N2CCOCC2)C1=O (stereo not given)
-0.09 | i | Cc1ccc2c(c1)c1c(c(=O)n(-c3ccccc3C)c(=O)n1CC(=O)NCC1CCCO1)n2C (stereo not given)
-0.93 | i | CCS(=O)(=O)c1nc(S(=O)(=O)c2ccc(C)cc2)c(N2CCCC(C)C2)s1 (stereo not given)
-0.07 | i | CC(NC(=S)NC(=O)c1ccccc1)c1ccccc1 (stereo not given)
0.29 | i | CN1C(C(=O)Nc2ccc(F)cc2F)=CC(c2cccs2)=NS1(=O)=O
1.1 | i | N/C(=N\OC(=O)CC1CCCCC1)c1ccc([N+](=O)[O-])cc1
0.24 | i | O=C(C1CCN(S(=O)(=O)c2cccc3nsnc23)CC1)N1CCc2ccccc21
0.03 | i | CCOc1cc(OCC)cc(C(=O)Nc2cccnc2)c1
-1.7 | i | Cc1c(CNC(=O)C2CC2)c(-n2cccc2)n(Cc2ccccc2)c1C
0.54 | i | CS(=O)(=O)N(CC(=O)N1CCCCCC1)c1ccc2c(c1)OCCO2
-1.1 | i | N#Cc1cccc(Oc2ccc(-c3cnc4ccccc4n3)cc2)c1C#N
-0.09 | i | COCCn1c(=O)[nH]c2cc(C(=O)Nc3ccc(OC)c(Cl)c3)ccc2c1=O

# Arranged by the number under Kir21 block (highest first): 4 from the list above
Structure	Kir21 block	KCNQ2 block
O=C(c1cc(COc2ccc3c(c2)CCCC3)on1)N1CCCC1	4.1	i
FC(F)(F)c1cccc(NC(=S)NCc2ccc(Cl)cc2)c1	3	i
CN(CC(=O)O/N=C(\N)c1ccccn1)S(=O)(=O)c1ccccc1	0.48	i
Cc1ccc2c(c1)c1c(c(=O)n(-c3ccccc3C)c(=O)n1CC(=O)NCC1CCCO1)n2C (stereo not given)	-0.09	i

# Next compounds:
Kir21 block | KCNQ2 block | mol
-0.85 | i | CCOc1ccc(CCNC(=O)c2cc3sccc3n2CC)cc1OCC
-0.1 | i | C/C(=N/NC(=O)c1ccc(-c2ccccc2)cc1)c1cccc(O)c1
0.72 | i | Cc1cc(NC(=O)CCN2C(=O)/C(=C/c3ccccc3Cl)SC2=S)no1
1.1 | i | CCOc1ccc(C2C3=C(CCCC3=O)OC(N)=C2[N+](=O)[O-])cc1 (stereo not given)
-0.04 | i | N#CC1=C(N)OC2=C(C(=O)CC(c3ccco3)C2)C1c1ccc(OCc2c(F)cccc2Cl)cc1 (stereo not given)
-1.2 | i | C/C(CC(=O)Nc1ccc(OCc2ccccc2)cc1)=N\NC(=O)C(=O)Nc1ccccc1C
0.26 | i | Cc1cccc(C2CC(c3ccc(Cl)cc3)Nc3nc(N)nn32)c1 (stereo not given)
1.7 | i | O=C(NC1CCCCCC1)C1CCN(c2nc3ccccc3o2)CC1
1.1 | i | CCCC(=O)NCCCc1nc2ccccc2n1C(C)C
0.41 | i | CN(C)CC(C)(C)NS(=O)(=O)c1ccc(Cl)cc1
-2.7 | i | CCCn1c(C(O)c2ccc(OC)c(OC)c2)nc2ccccc21 (stereo not given)
2.1 | i | COC(=O)C1CC(=O)c2sccc2C1 (stereo not given)
0.86 | i | Cc1nn(C)cc1S(=O)(=O)Nc1ccc(C(F)(F)F)cc1
-2.1 | i | Fc1ccc(C2Nc3cccc4cccc(c34)N2)cc1
0.44 | i | COc1ccc(/C=C/C(=O)NCCOc2ccccc2OC)cc1
-1.9 | i | Cc1cccc(C)c1NC(=O)NC1(C(=O)N2CCOCC2)CCCCC1
1.7 | i | O=C(O)c1ccc(N2C(=O)C3C4c5ccccc5C(Br)(c5ccccc54)C3C2=O)cc1 (stereo not given)
0.45 | i | CC(NC(=O)c1ccccc1)c1nnc(SCC(=O)Nc2nnc(C3CC3)s2)n1C (stereo not given)
0.06 | i | C=CCn1cc(C(=O)NCc2ccc3c(c2)OCO3)c(=O)c2cc(S(=O)(=O)N(CC)CC)ccc21
-1.3 | i | COc1ccc(CC(=O)Nc2ccccc2N2CCOCC2)cc1OC
-1.2 | i | CC(=O)N1CCN(Cc2nc3ccc(Cl)cc3n2CCO)CC1
0.39 | i | COc1ccc(OCC(=O)N2CCOCC2)cc1
-0.83 | i | CC(C)c1csc(CN2CCC(N3CCC(C(=O)N4CCOCC4)CC3)CC2)n1
0.4 | -6* | COc1ccccc1NC(=O)COc1ccccc1C(=O)c1cnn(-c2ccccc2)c1
0.85 | i | OCCC1CN(CC2CC2)CCN1Cc1ccc(F)c(F)c1 (stereo not given)
-0.22 | i | CCCN1Cc2cccc(C(=O)Nc3ccc4c(c3)OCCO4)c2C1=O
1 | i | COc1ccc(C(=O)/C=C/Nc2ccc(S(=O)(=O)Nc3nc(C)cc(C)n3)cc2)c(OC)c1
-0.68 | i | Cn1c(SCCCC(=O)c2ccc(Br)cc2)nnc1-c1ccncc1
-1.8 | i | O=C(NC1CCCCC1)C(c1ccc(F)cc1)N(Cc1ccco1)C(=O)c1ccccn1 (stereo not given)
2.7 | i | CCCCNC(=O)Nc1cc(C)on1
0.07 | i | Cc1c(Cl)cccc1NC(=O)CC(NCCN1CCOCC1)C(=O)O (stereo not given)
-0.13 | i | Nn1c(SCC(=O)N2CCOCC2)nnc1-c1ccccc1Cl
0 | i | CCn1c(=O)n(CC)c2cc(S(=O)(=O)Nc3cc(C)cc(C)c3C#N)ccc21
-1.2 | -9.3* | COc1ccc(OC)c(CCNC(=O)Cn2sc3nc(C)cc(C)c3c2=O)c1
-1.6 | i | COc1cc(CCCN2C(=S)NC[C@H]2Cc2ccc(O)cc2)cc(OC)c1OC
-0.6 | i | Cc1cc2nc(-c3ccc[nH]c3=O)n(Cc3ccc(F)cc3)c2cc1C
-2.3 | i | CCN(CC(=O)NCC1CCCO1)S(=O)(=O)c1ccc2ccccc2c1 (stereo not given)
0.18 | i | Cc1ccc(OCC(=O)Oc2ccccc2[N+](=O)[O-])cc1
1.4 | i | CC(C)NS(=O)(=O)c1ccc(OCC(=O)Nc2ccc(F)cc2F)cc1
1.7 | i | Cc1cc(C(=O)Nc2nc(-c3ccccn3)cs2)ccc1[N+](=O)[O-]
1.6 | i | O=Cc1cc(CCC(=O)O)ccc1O
-0.84 | i | COc1ccc(/C=N/NC(=O)c2ccn[nH]2)cc1Cn1nc(C)c([N+](=O)[O-])c1C
-0.36 | i | COc1cccc(C(=O)Nc2cccc(OCC(=O)c3ccccc3)c2)c1
-0.02 | i | CCOC(=O)c1ccc(N2C(=O)C(CC(N)=O)N(NC(=O)c3cccc(F)c3)C2=S)cc1 (stereo not given)
-2.1 | i | CC1CCCCN1C(=O)/C=C/c1ccccc1[N+](=O)[O-] (stereo not given)
0.07 | i | O=C(c1ccccc1)N1CCN(C2CC3CCC2C3)CC1 (stereo not given)
-0.89 | i | CC(=O)c1ccc(S(=O)(=O)N2CCN(c3nc4c(C)c(C)ccc4cc3C#N)CC2)cc1
1.6 | i | C=C(C)Cn1c(SCC(=O)O)nnc1-c1ccc(C(C)(C)C)cc1
-0.9 | i | CC1=NN(C(=S)Nc2ccccc2)C(c2ccccc2)C1 (stereo not given)
-0.11 | i | CC1C2(C)OC(=N)C(C#N)(C(C)O2)C1(C#N)C#N (stereo not given)
-0.01 | i | COc1ccc(NC(=O)/C(=C\c2ccc(OS(=O)(=O)c3ccc(C)cc3)cc2)NC(=O)c2ccccc2)cc1
-1.2 | i | O=C(NC1CCSc2ccccc21)c1ccc(F)cc1 (stereo not given)
0.09 | i | O=S1(=O)CCN(C(CO)c2ccccc2)CC1 (stereo not given)
-1.5 | i | Cc1ccc(S(=O)(=O)NNC(=O)Nc2ccccc2F)c(C)c1
-0.8 | i | CC(=O)NCc1ccc(-c2csc(N)n2)s1
-0.48 | i | CCOc1ccc(S(=O)(=O)N(CC(=O)NCC2CCCO2)c2ccc(F)cc2)cc1 (stereo not given)
0.82 | i | Cc1[nH]c(=O)[nH]c(=O)c1S(=O)(=O)N1CCC(C(=O)NC(C)c2ccccc2)CC1 (stereo not given)
0.72 | i | CCOc1ccc(CN(C)CC(=O)Nc2cc(C)c(C)cc2[N+](=O)[O-])cc1
-0.49 | i | Cc1ccc(S(=O)(=O)c2c(N)n(Cc3ccco3)c3nc4ccccc4nc23)cc1
-0.07 | i | COc1ccc(C2=NS(=O)(=O)N(C)C(C(=O)NC3CCCC3)=C2)cc1

# (listing goes on)
Kir21 block | KCNQ2 block | mol
0.28 | i | CC(=O)Nc1ccc(CC#N)cc1
-0.87 | i | COCCN(CCOC)CC(O)COC(c1ccccc1)c1ccccc1 (stereo not given)
-1.4 | i | O=C(NNC(=O)C1CCCCC1)c1ccncc1
-0.65 | i | CC(NC(=O)CSc1nnc(-c2cccc(S(=O)(=O)N3CCCCC3)c2)o1)C12CC3CC(CC(C3)C1)C2 (stereo not given)
-1.3 | i | C#CCn1cc(Cl)cc(C(=O)Nc2ccccc2)c1=O
0.02 | i | Cc1cc(-c2ccc(C)c(S(=O)(=O)Nc3ccc(S(N)(=O)=O)cc3)c2)on1
0.65 | i | CCOc1cc(/C=N/NC(=O)C2CC2)ccc1OC(C)C
0.17 | i | CC(=O)SC1CC(=O)N(c2ccc(C(C)(C)C)cc2)C1=O (stereo not given)
-1.6 | i | CCOc1cc(/C=N\NC(=O)c2ccc(C)nc2)ccc1OC(=O)c1ccc(F)cc1
-2.1 | i | C/C(=N\NC(=O)C(=O)Nc1ccc(C)cc1)c1ccncc1
-1 | i | CC(NC(=O)CCc1nnc(C2(c3ccc(Cl)cc3)CCC2)o1)C1CC1 (stereo not given)
-0.84 | i | Cc1cccc2c(CC(=O)Nc3ccccc3)noc12
0.95 | i | CCC(=O)Oc1ccc(C2NC(=O)c3ccccc3O2)cc1OC (stereo not given)
-1.6 | i | Cc1cc(C)nc(SC2CCCCC2NS(=O)(=O)c2ccccc2)n1 (stereo not given)
0.63 | -6.2* | O=C(c1ccccc1)c1sc(N2CCCCCC2)nc1-c1ccccc1
0.31 | i | COc1ccccc1OCC(=O)n1cc(C(=O)c2cc(Cl)cc(Cl)c2O)cn1
0.39 | i | S=c1[nH]c2ccc(Cl)cc2s1
-0.01 | i | Cn1c(CCNC(=O)c2ccc(Cl)cc2)n[nH]c1=S
-0.13 | i | O=C(NCC1OCCCN1S(=O)(=O)c1ccc(F)cc1)C(=O)NC1CCCC1 (stereo not given)
-0.89 | i | CCOC(=O)NC(C(Cl)(Cl)Cl)S(=O)(=O)c1ccccc1 (stereo not given)
1.3 | i | CN(C)c1ccc(CNC(=O)CN2C(=O)COc3ccc(S(=O)(=O)N4CCCC4)cc32)cc1
-0.68 | i | O=C(Nc1ncc(Cl)cc1Cl)c1c(F)cccc1Cl
-0.46 | i | CCOC(=O)C1(Cc2cccc(Cl)c2)CCCN(C(=O)CCC(=O)N(C)C)C1 (stereo not given)
0.48 | i | Nc1c(Cl)cc(C2=NCCn3c2c2ccc(C(F)(F)F)cc2[n+]3[O-])cc1Cl
-2.5 | i | CCCC1=NN2C(=N)/C(=C\c3ccc(OCCOc4ccc(NC(C)=O)cc4)c(OC)c3)C(=O)N=C2S1
0.24 | i | CCN(Cc1ccccc1)S(=O)(=O)c1ccc(S(=O)(=O)N(Cc2cccc(OC)c2)CC2CCCO2)cc1 (stereo not given)

# Quoted at random: 5 entries already listed
Kir21 block | KCNQ2 block | mol
-0.01 | i | COc1ccc(NC(=O)/C(=C\c2ccc(OS(=O)(=O)c3ccc(C)cc3)cc2)NC(=O)c2ccccc2)cc1
0.24 | i | O=C(C1CCN(S(=O)(=O)c2cccc3nsnc23)CC1)N1CCc2ccccc21
0.85 | i | OCCC1CN(CC2CC2)CCN1Cc1ccc(F)c(F)c1 (stereo not given)
-2.5 | i | CCCC1=NN2C(=N)/C(=C\c3ccc(OCCOc4ccc(NC(C)=O)cc4)c(OC)c3)C(=O)N=C2S1
-0.46 | i | CCOC(=O)C1(Cc2cccc(Cl)c2)CCCN(C(=O)CCC(=O)N(C)C)C1 (stereo not given)

# Screens from PubChem.
